# CRE Fsk mod – alters forskolin-stimulated CRE reporter signaling in CHO cells | CHO CRE-bla reporter (cAMP response element driving beta-lactamase), forskolin EC10, beta-lactamase ratio | Potency, µM (titrated, usually from 38.2 µM), inactives show top-dose activity change, negative = inhibition, most hits filed as activators | 71,000 tested, 2.5% active | AID 662; active = well fitted activation curve with a large enough effect in the signal ratio, with a control signal flat, not every such curve was filed as active; inconclusive = small, poorly fitted or top-dose-only effect, or effect the other way, or a change in a side signal; the % refers to the signal ratio; note: potency is the fitted concentration of half-maximal effect; % of control where 0% means no effect
#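 CRE-bla CHO cells stimulated with EC10 NKH 477 (water-soluble forskolin) and compound titrations, 3 h at 37C; beta-lactamase read with CCF4 after 2 h at room temperature. Activity from 460/530 nm emission ratio, AC50 values for positive or negative modulation.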
# A350 fluor – compounds fluorescent in Alexa 350 spectral region; 59,000 tested, 11% active; max dye-equivalent concentration, M; Compound autofluorescence, 340/450 nm, Alexa 350 dye-equivalents; stronger effect = higher value; AID 590; in the data active = max dye-equivalent concentration above about 10 nM; inconclusive = mostly about 1.1 nM to 9.6 nM
# Pol III holo inh – DNA polymerase III holoenzyme inhibition; Potency, µM (top dose mostly 57.1 µM), inactives show at the highest dose activity change, negative = inhibition; reconstituted DNA polymerase III holoenzyme replication, biochemical; AID 603; 71,000 tested, 0.25% active; note: potency is the fitted concentration of half-maximal effect; % is set by controls: 0 for no effect and ±100 for the full control effect
#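 Reconstituted *E. coli* holoenzyme (0.35 nM Pol III, 1 nM beta, 154 nM SSB, 2 nM primase) was preincubated with compound for 15 min at RT. Synthesis on 1.4 nM ssM13Gori ran 35 min, then was stopped with PicoGreen/EDTA and read as dsDNA fluorescence.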
# UbGFP stabilizer – inhibits proteasome, raising ubiquitin-GFP reporter fluorescence. Ubiquitin-GFP reporter cells, proteasome inhibition, GFP fluorescence; response scale: untreated = 0%, 10 µM MG-132 = 100%. 67,000 tested, under 10 active. Potency, µM (doses to about 45.9 µM), for inactives: at the highest dose activation (GFP accumulation), hits mostly activators. AID 526; active = well fitted activation curve with a large enough effect, not every such curve was filed as active; inconclusive = small, poorly fitted or top-dose-only effect, or another doubt; inactive = no such curve, though single readings can be large or run the other way; note: potency is the fitted concentration of half-maximal effect
#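 U2OS cells stably expressing ubiquitin(G76V)-GFP, seeded overnight in 0.5% FBS medium, were exposed to compounds (qHTS, 46 uM to 2.9 nM) for 4 hr at 37 °C. GFP-positive cells were counted by laser cytometry (488 ex/515 em), normalized between basal and 10 uM MG-132.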
# GFP derepression – epigenetic GFP locus derepression in mouse cells | AID 597 | mouse C127i GFP locus derepression, cytometry, 30 h | Potency, µM (top dose mostly 46.1 µM), inactives show at the top dose GFP derepression (activation) | 68,000 tested, 0.09% active; note: % of control where 0% means no effect
#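 Read-out is the number of GFP-positive cells, scored as fluorescent objects 20 to 120 um wide, reflecting derepression of a silenced CMV-GFP reporter in murine C127i cells after 30 h compound exposure at 37 C.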
# 15-hLO inh – blocks human 15-lipoxygenase activity; P16050; 74,000 tested, 1.4% active; purified 15hLO-1, xylenol orange hydroperoxide absorbance; AID 887; Potency, µM (titrated, usually from 57.1 µM), inactives show at the highest dose activity change, negative = inhibition, actives largely listed as inhibitors; note: potency is the fitted concentration of half-maximal effect; % is set by controls: 0 for no effect and ±100 for the full control effect; nearly all actives have a fitted effect of over 55% in size
# Target sequence (P16050 whole entry, looked up): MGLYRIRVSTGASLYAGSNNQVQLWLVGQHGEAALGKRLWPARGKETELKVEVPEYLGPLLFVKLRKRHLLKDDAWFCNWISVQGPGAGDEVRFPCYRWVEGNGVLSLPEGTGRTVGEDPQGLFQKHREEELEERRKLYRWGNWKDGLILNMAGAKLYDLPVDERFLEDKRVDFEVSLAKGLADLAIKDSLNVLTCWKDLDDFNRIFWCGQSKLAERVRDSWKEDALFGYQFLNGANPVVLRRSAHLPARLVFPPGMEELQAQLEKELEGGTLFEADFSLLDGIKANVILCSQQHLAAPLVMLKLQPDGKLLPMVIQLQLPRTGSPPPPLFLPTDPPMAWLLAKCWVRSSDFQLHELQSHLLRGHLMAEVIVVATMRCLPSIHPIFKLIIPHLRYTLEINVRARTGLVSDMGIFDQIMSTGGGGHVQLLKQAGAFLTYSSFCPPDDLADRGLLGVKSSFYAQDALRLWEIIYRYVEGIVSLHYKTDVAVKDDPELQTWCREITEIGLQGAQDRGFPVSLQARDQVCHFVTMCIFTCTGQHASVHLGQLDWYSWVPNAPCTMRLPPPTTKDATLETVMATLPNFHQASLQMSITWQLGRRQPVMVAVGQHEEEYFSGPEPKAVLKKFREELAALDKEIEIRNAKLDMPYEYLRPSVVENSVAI
#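 Inhibition is scored from a chromogenic endpoint. After 15 min enzyme-compound contact, arachidonic acid (50 uM final) reacts 6 min with 40 nM 15hLO-1 at room temperature, then Fe-XO reagent is added for 30 min and absorbance ratio recorded.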
# BRCT inh green – BRCA1 BRCT-phosphoprotein interaction inhibition; P38398; BRCA1 BRCT-phosphopeptide binding, green fluorescence polarization; Potency, µM (series often up to 76.9 µM), without a hit: at the top dose activity change, negative = inhibition, most hits filed as inhibitors; 75,000 tested, 0.05% active; AID 875;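 note: potency is the fitted concentration of half-maximal effect; plate controls were peptide without protein for full effect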
#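 Compounds were incubated for 12 min at room temperature with a complex of 100 nM fluorescein-tagged pBACH1 decapeptide and 250 nM His-tagged BRCT protein. Buffer was phosphate pH 7.3 with EDTA, DTT and Tween 20. Disruption of binding lowers the polarization signal.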
# BRCT inh red – disrupts BRCA1 BRCT binding to phosphoprotein, red fluorophore readout; Potency, µM (top dose mostly 76.9 µM), inactives show at the top dose activity change, negative = inhibition, usual class: inhibitors; P38398; BRCT-phosphopeptide binding, red fluorescence polarization; AID 892; 75,000 tested, 0.03% active; note: % is set by controls: 0 for no effect and ±100 for the full control effect
#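 Fluorescence polarization: 100 nM His-tagged BRCA1 BRCT with 100 nM TAMRA-labelled phospho-BACH1 decapeptide, phosphate buffer pH 7.3 with 150 mM NaCl, DTT, 0.01% Tween 20; 12 min RT. Binding inhibition seen as FP decrease.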
# HBB splicing – alters splicing of the hemoglobin beta chain; 65,000 tested, 0.06% active; HBB splicing reporter cell assay, activation; EGFP reporter with mutant IVS2-654 intron; response scale: normalised to 500 nM splice-correcting PNA; Potency, µM (highest dose often 46.1 µM), for inactives: at the top dose activation, hits mostly activators; note: potency is the fitted concentration of half-maximal effect; 0% is about no effect
#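 HeLa cells stably expressing EGFP interrupted by mutant beta-globin intron 2 (IVS2-654), 500/well in 2% FCS. Treated with compound for 2 days at 37C. Splicing correction scored as total well GFP intensity (488 nm excitation, 500-520 nm emission); 500 nM antisense PNA served as control.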
# Hsp90 Hop PPI – changes Hsp90-Hop TPR2A binding signal, up or down; AlphaScreen TPR2A-His6 binding biotin-Hsp90 C-terminal peptide; Potency, µM (highest dose often 57 µM), inactives show at the highest dose activity change, negative = inhibition; 71,000 tested, 0.44% active; active = well fitted curve in either direction with a large enough effect; inconclusive = small, poorly fitted or top-dose-only effect, or another doubt; note: potency is the fitted concentration of half-maximal effect; % is set by controls: 0 for no effect and ±100 for the full control effect; many of its hits are not listed in these tables
# 4MU fluor – compound fluoresces in the 4-MU spectral region; compound autofluorescence, 340/450 nm, 4-MU equivalents; stronger effect = higher value; max dye-equivalent concentration, M; 59,000 tested, 11% active; in the data active = max dye-equivalent concentration above about 10 nM; inconclusive = mostly about 1.1 nM to 9.6 nM
#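 Compounds in 100 mM Tris, pH 8.0, sat 15 min at room temperature before fluorescence was read at 340 nm excitation/450 nm emission; a per-plate six-point 4-MU standard curve converted signals to dye-equivalent concentration at each compound concentration.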
# Active calls of the source: *; i = inactive; ? = inconclusive; / = no result given; [ ] = dose if it differs, or a comment. Unless noted, calls come from the whole dose curve; as a rule, active = well fitted curve in the direction sought with a large enough effect; inconclusive = small, poorly fitted or top-dose-only effect, or another doubt; inactive = no such curve, though single readings can be large; an effect the other way counts as inactive or inconclusive.
SMILES,CRE Fsk mod,A350 fluor,Pol III holo inh,UbGFP stabilizer,GFP derepression,15-hLO inh,BRCT inh green,BRCT inh red,HBB splicing,Hsp90 Hop PPI,4MU fluor
O=C(Nc1cccnc1)c1ccc(Br)s1,-16.7%,i,-5.0%,-5.9%,6.5%,-8.7%,-1.0%,-0.4%,-1.8%,-2.6%,i
COc1ccccc1-c1nc(SCc2ccccn2)n[nH]1,?,i,-1.0%,-4.3%,2.0%,-24.0%,2.0%,-3.3%,2.7%[1.84 µM],0.5%,i
CC[C@H]1C2=C3C(CC[C@H]4C(OC)OC[C@](C)([C@@H]34)N(C(=O)OC(C)(C)C)C2)C(CO)C1CO (some centres not stated),-1.0%,/,-10.4%,/,/,/,0.3%,0.7%,0.2%,?,/
CSc1ccc2c(c1)N(CCCN(C)C)c1ccccc1S2,-2.1%[7.6 µM],i,-9.8%[11.4 µM],2.8%[9.17 µM],2.3%[9.22 µM],-8.7%[11.4 µM],1.0%[15.4 µM],-0.1%[15.4 µM],3.4%[9.22 µM],-7.6%[11 µM],i
O=C(CCNS(=O)(=O)c1cccs1)NCc1cccs1,-3.6%,i,1.1%,-1.1%,7.3%,7.5%,1.1%,0.1%,0.5%,-1.0%,i
CCc1nnc(NC(=O)CSc2nnc(-c3cccnc3)n2CCc2ccccc2)s1,2.6%,i,-0.7%,4.6%,-3.3%,4.0%,1.9%,2.1%,-0.3%[57.5 µM],0.8%,i
O=C(O)c1nn(-c2ccccc2)nc1-c1nn(-c2ccccc2)nc1C(=O)O,-7.4%,/,1.0%,20.8%,4.3%,5.8%,0.0%,0.6%,2.9%[9.22 µM],0.3%,/
O=C(OCN1C(=O)c2ccccc2C1=O)C1CCCCC1,3.0%,/,-3.8%,-3.7%,-3.1%,0.7%,-1.9%,1.8%,0.4%[9.22 µM],13.8%,/
CCN(CCCNC(=O)CNC(=O)Cn1cnc2ccccc2c1=O)c1cccc(C)c1,1.6%,i,-2.8%,25.8%,-0.1%,-7.2%,-1.6%,-1.5%,0.3%,-3.9%,i
CCn1c(SCC(=O)Nc2cc(OC)c(OC)c(OC)c2)nnc1-c1cccs1,?,?,-2.9%,-1.7%,-1.3%,1.2%,-1.2%,0.5%,0.8%,-4.0%,i
COc1cc(N(C)C)c(NC(C)=O)cc1C(=O)O,-4.7%,i,-2.8%,8.1%,0.0%,3.1%,-1.9%,0.3%,1.2%,-4.2%,i
CCOc1ccccc1C1C(C(=O)OC)=C(N)OC2=C1C(=O)CCC2 (configuration not stated),2.9%,i,-6.4%,-0.5%,-2.8%,4.3%,-1.6%,-1.5%,/,-0.9%,i
c1coc(CNCC2OCCc3ccccc32)c1 (configuration not stated),-12.2%,i,-3.5%,1.1%,3.3%,12.1%,-0.2%,-1.3%,0.3%[57.5 µM],-1.8%,i
COc1ccc2c(c1)OCC1=C2CCC2(C)C(=O)CC=C12 (configuration not stated),?,1.96e-07M*,-0.4%,-9.2%,0.0%,?,2.7%,0.8%,1.7%,-11.2%,2.31e-07M*
Cc1ccc(Nc2nnc(SCC(=O)NCc3ccco3)s2)cc1,-1.7%,i,-2.8%,3.8%,-1.6%,-17.3%,-1.0%,0.1%,0.0%[57.5 µM],-3.5%,i
COCCCNC(=O)Cn1nnc(-c2ccccc2NC(=O)c2ccc(F)cc2)n1,4.4%,i,0.2%,3.5%,1.3%,-15.5%,-2.1%,0.0%,/,-2.8%,i
CC(C)OC(=O)c1ccc(N2C(=O)C3CC=CCC3C2=O)cc1 (configuration not stated),7.2%,i,-1.9%,0.4%,4.3%,0.6%,-2.6%,-1.2%,-0.6%,1.2%,i
Cc1cc(C)c(S(=O)(=O)N(CC(=O)NCc2cccnc2)C2CCCCC2)c(C)c1,-12.3%,i,-2.0%,-1.1%,-0.5%,-12.4%,-0.3%,0.8%,/,-3.8%,i
COc1ccc(C2CC(=O)C3=C(C2)Nc2ncnn2C3c2ccccc2C)cc1 (configuration not stated),17.3%,6.82e-08M*,-0.8%,-6.1%,0.0%,-3.1%,0.6%,1.2%,1.7%[57.5 µM],-0.9%,5.39e-08M*
O=C(NCC1CCCO1)C1CCN(S(=O)(=O)Cc2ccccc2)CC1 (configuration not stated),-8.3%,i,-3.5%,-6.0%,-2.5%,8.1%,-2.4%,0.2%,3.5%,0.5%,i
CCOc1cccc(=O)c2c(C)n(CC3CCCO3)c(C)c12 (configuration not stated),0.2%,/,-2.7%,0.0%,0.0%,?,0.0%,1.1%,-0.1%,-10.8%,/
CCOC(=O)c1c2n(c3ccc(O)cc13)CCCCC2,18.8%,i,-7.3%,5.3%,-1.7%,?,-5.8%,0.4%,3.3%,-7.5%,i
